HKDC1 inhibitor: blocks human hexokinase HKDC1 activity | Q2TB90 | recombinant HKDC1, G6PDH/diaphorase resazurin coupled fluorescence | inhibition, % at 20 µM | 340,000 tested, 0.16% active | AID 493160;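 active = inhibition above about 35% when tested at 20 µM, limit read from the data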;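 note: plate controls were DMSO wells with enzyme for no effect and DMSO wells lacking enzyme for full effect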
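Material – in-house recombinant HK5 (HKDC1) enzyme · Quantity – HKDC1 at 5 µg/mL · Buffer or medium – pH 8.0 Tris buffer with 10 mM MgCl2 · Reagent – glucose with 1 mM ATP · Dosing – single 20 µM dose · Times – reaction time 90 min, room temperature, protected from light · Technique – resorufin fluorescence at 613 nm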
MIN6 prolif: MIN6 beta-cell proliferation induction. AID 2380. MIN6 cells proliferation, ATPlite luminescence, 48 h; cells starved in 0.2% serum; 100% = growth in 10% serum. 330,000 tested, 0.29% active. proliferation, % at 10 µM;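 active = compounds whose signal lies at least 3.5 SD above the mean of all wells on their plate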;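 note: 0% = DMSO-treated cells in low-serum medium and 100% = 10% serum control; some compounds called inactive have numbers as strong as hits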
SENP7 block: blocks the human protease SENP7. recombinant SENP7, Z-RLRGG-aminoluciferin luminescence, 40 min. Q9BQF6. inhibition, % at 5 µM. 330,000 tested, 1.5% active;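 active = inhibition above about 50% at the single test dose, limit read from the data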;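 note: plate controls were DMSO with enzyme for no effect and no enzyme buffer wells for full effect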
Target sequence (Q9BQF6 706-1050 limits assumed): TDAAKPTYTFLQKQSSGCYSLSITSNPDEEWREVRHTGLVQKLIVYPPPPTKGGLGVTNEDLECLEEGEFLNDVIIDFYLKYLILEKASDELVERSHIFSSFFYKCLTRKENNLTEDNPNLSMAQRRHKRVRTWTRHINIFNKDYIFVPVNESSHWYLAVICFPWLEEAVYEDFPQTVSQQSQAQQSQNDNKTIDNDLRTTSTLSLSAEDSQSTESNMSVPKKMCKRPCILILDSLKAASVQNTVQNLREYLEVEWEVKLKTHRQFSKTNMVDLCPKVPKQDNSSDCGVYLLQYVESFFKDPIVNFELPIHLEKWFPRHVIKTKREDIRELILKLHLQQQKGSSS
SENP1 FRET inh: SENP1 (human) catalytic domain inhibition; Q9P0U3; recombinant SENP1 catalytic domain, CyPet-SUMO1-YPet FRET cleavage; inhibition, % at 10 µM; 360,000 tested, 0.21% active; AID 624204;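 active = inhibition at least 30% at 10 µM, raw YFP signal under a set limit, fluorescence ratio 0.5 to 1.5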;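 note: 0% = enzyme with DMSO and 100% = no enzyme wells; some results filed as inactive read as strong as hits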
Target sequence (Q9P0U3 419-644 limits assumed): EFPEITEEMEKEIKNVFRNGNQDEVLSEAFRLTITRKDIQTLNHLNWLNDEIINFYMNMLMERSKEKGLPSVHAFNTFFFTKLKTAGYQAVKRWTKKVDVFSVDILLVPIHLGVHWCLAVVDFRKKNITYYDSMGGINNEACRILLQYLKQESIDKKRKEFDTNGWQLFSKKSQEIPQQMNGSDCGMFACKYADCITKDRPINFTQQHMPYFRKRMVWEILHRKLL
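Test system: recombinant human SENP1 catalytic domain, His6-tagged / Medium: pH 8 Tris buffer with EDTA, NaCl, BME, BSA, NP40, catalase / Also added: SUMO1 FRET substrate flanked by Cypet and Ypet, 25 nM / Times: 50 min reaction at room temperature / Signal: FRET, CFP and YFP emission / Control set: no-enzyme low control and enzyme-plus-DMSO high control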
UBC13 inh: inhibitors of human UBC13 polyubiquitin chain formation; inhibition, % at 20 µM; 330,000 tested, 0.47% active; AID 485273; P61088; TR-FRET; in the data active = inhibition above about 45%, passing the limit was not always enough
Target sequence (P61088 whole entry, looked up): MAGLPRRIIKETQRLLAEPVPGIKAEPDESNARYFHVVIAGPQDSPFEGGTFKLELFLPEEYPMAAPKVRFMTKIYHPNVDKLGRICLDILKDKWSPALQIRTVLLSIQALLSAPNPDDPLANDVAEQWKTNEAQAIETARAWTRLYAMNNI
SENP8 block-1: blocks the human protease SENP8. Q96LD8. purified SENP8, Z-RLRGG-aminoluciferin cleavage, luminescence. inhibition, % at 10 µM. 330,000 tested, 1.2% active. AID 2540; in the data active = inhibition above about 50%
Target sequence (Q96LD8 whole entry, looked up): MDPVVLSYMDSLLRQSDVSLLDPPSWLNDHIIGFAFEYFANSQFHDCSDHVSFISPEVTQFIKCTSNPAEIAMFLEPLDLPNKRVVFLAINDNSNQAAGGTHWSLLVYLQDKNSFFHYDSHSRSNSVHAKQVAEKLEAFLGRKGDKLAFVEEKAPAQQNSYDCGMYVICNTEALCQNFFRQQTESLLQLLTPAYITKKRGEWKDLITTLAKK
PfG6PD inh: PfG6PD (Plasmodium falciparum) enzyme inhibition; PfGluPho enzyme, NADPH resazurin-diaphorase fluorescence; inhibition, % at 20 µM; 350,000 tested, 0.78% active; AID 504690;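 active = inhibition reaching at least a set limit at 20 µM in the primary screen, cut at about 59% in these data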;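 note: 0% = DMSO wells with substrate and 100% = DMSO wells lacking glucose-6-phosphate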
SENP6 block: blocks the human protease SENP6; Q9GZR1; Recombinant SENP6 catalytic domain, aminoluciferin luminescence; inhibition, % at 10 µM; 330,000 tested, 1.8% active;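 active = inhibition above about 50% at the single tested dose, limit read from the data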;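 note: plate controls were DMSO wells with enzyme for no effect and DMSO wells lacking enzyme for full effect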
SENP8 block-2: blocks human SENP8 cleavage of Nedd8 substrate; inhibition, % at 20 µM; AID 602440; 360,000 tested, 0.64% active; recombinant SENP8, Nedd8 substrate fluorescence; in the data active = inhibition mostly above about 40%, no sharp cut-off; inactive = mostly below about 27%
* hit, by the source's call; . = no result given.

entry	SMILES	HKDC1 inhibitor	MIN6 prolif	SENP7 block	SENP1 FRET inh	UBC13 inh
1	O=C(c1cc2ccccc2oc1=O)N1CCC2(CC1)OCCO2	-6	-2	-10	-3	1
2	O=C1NC(=O)N(Cc2ccco2)C(=O)/C1=C\c1cccn1CCOc1ccccc1	1	-2	-3	-1	-3
3	CC(=O)N1Cc2cnnn2-c2ccccc2C1(C#N)Cc1ccccc1 (stereo not drawn)	2	.	.	1	.
4	CCN(CC)S(=O)(=O)c1ccc(C)c(NCC(=O)Nc2ccc(C#N)c(Cl)c2)c1	-4	0	2	-2	5
5	COC(=O)C1=C(c2ccc(-c3ccccc3)c(F)c2)C[C@@H]2CC[C@H]1N2C(=O)N1CCc2cc(OC)c(OC)cc2C1	3	-7	-6	0	-12
6	CCC1(CC(C)C)C(=O)NC(=S)NC1=O	-2	.	.	-4	.
7	Cc1cccc(CN2CCCC(C(=O)c3ccc4c(c3)OCO4)C2)n1 (stereo not drawn)	-2	0	4	0	3
8	CC(=O)OC1CC(OC2C(O)CC(OC3C(O)CC(OC4CCC5(C)C(CCC6C5CCC5(C)C(C7=CC(=O)OC7)C(O)CC65O)C4)OC3C)OC2C)OC(C)C1OC1OC(CO)C(O)C(O)C1O (stereo not drawn)	-2	.	.	3	.
9	CC1(C)CC(n2[nH]c(=O)c3c2NC(=O)CSC3c2ccc(F)cc2)CCO1 (stereo not drawn)	0	0	-5	0	0
10	COc1cc(CN2CCCC(C(=O)c3sccc3C)C2)cc(OC)c1O (stereo not drawn)	10	-1	-3	1	-3
11	CCOP(=O)(OCC)C(NC(C)=O)C(Cl)(Cl)Cl (stereo not drawn)	-3	-3	0	1	-2
12	O=[N+]([O-])[N-][n+]1cnn(Cc2ccc(Cl)cc2)c1	-2	-3	1	2	-15
13	Cn1c(=O)cc(OCC(=O)N2CCN(Cc3ccc4c(c3)OCO4)CC2)c2ccccc21	2	1	-3	0	0
14	C(#CCN1CCOCC1)COC/C=C/c1ccccc1	-1	1	0	-6	1
15	CCc1nc2ccccc2c(=O)n1-c1ccccc1[N+](=O)[O-]	-7	-4	7	-1	9

entry	SENP8 block-1	PfG6PD inh	SENP6 block	SENP8 block-2
1	-3	-20	7	3
2	-5	0	-17	7
3	.	-3	.	7
4	-2	0	-4	3
5	-14	-1	-30	19
6	.	-13	.	5
7	1	-1	6	0
8	.	-4	.	2
9	-4	7	5	12
10	-8	35	-8	9
11	0	-1	-7	6
12	2	-15	-12	2
13	-5	17	-17	20
14	4	-2	-21	14
15	-1	-9	-1	7

(next part)
entry	SMILES	HKDC1 inhibitor	MIN6 prolif	SENP7 block	SENP1 FRET inh	UBC13 inh
16	Cc1c2cnn(CC(=O)N3CCC4(CC3)OCCO4)c(=O)c2c(C)n1Cc1ccccc1F	-5	-1	0	-4	-8
17	CC(=O)OC(C)(C)/C=C/C(=O)C(C)(O)C1C(O)CC2(C)C3CC=C4C(CC(O)C(=O)C4(C)C)C3(C)C(=O)CC12C (stereo not drawn)	1	.	.	1	.
18	CC(O)C1C=CC=CC(=O)OC2CC3OC4C5OC5(C)C(O)CC4(COC(=O)C(O)C(C)CCO1)C2(C)C31CO1 (stereo not drawn)	-10	.	.	3	.
19	c1cncc(C2Nc3cccc4cccc(c34)N2)c1	9	-6	3	14	-45
20	CCOC(=O)C1(CCc2ccccc2)CCN(CC(O)CO)CC1 (stereo not drawn)	-6	-1	-7	0	7
21	O=C1c2cccc3cccc(c23)C(=O)N1/N=C/c1c(O)n(-c2ccccc2)c(=O)[nH]c1=O	13	-3	14	0	-11
22	C[N+]1(C)C2CC[C@H]1CC(OC(=O)C(CO)c1ccccc1)C2 (stereo partly drawn)	2	-2	-2	2	-4
23	O=c1[nH]c(=O)n(C2CCCCC2)c(O)c1/C=N/N1CCCCC1c1cccnc1 (stereo not drawn)	2	1	1	3	10
24	NN=C(N)N	-5	-5	2	-1	-7
25	C[C@]12CCC(=O)C=C1CC[C@@H]1C2CC[C@]2(C)C(=O)CCC12 (stereo partly drawn)	-10	-4	5	0	4
26	CCOC(=O)C(O)(c1ccc(NC(=O)c2ccc(Cl)c(Cl)c2)cc1)C(F)(F)F (stereo not drawn)	-1	-4	1	0	-3
27	CCC12CN3CCN(CC(C3)/C1=N/NC(=O)c1ccncc1)C2	2	0	-2	1	-3
28	CN1C(=O)N(C)C(=O)C2(Cc3ccccc3N3CCOCC32)C1=O (stereo not drawn)	-2	-1	-4	0	-6
29	O=C(O)c1cccc2c1NC(C(=O)O)C1CC(Sc3ccccc3[N+](=O)[O-])C(Cl)C21 (stereo not drawn)	5	.	.	5	.
30	CCOc1ccc(N=Cc2c(O)n(-c3cc(C)cc(C)c3)c(=O)[nH]c2=O)cc1	9	0	-4	-3	-9

entry	SENP8 block-1	PfG6PD inh	SENP6 block	SENP8 block-2
16	-7	-14	-23	-18
17	.	15	.	14
18	.	-3	.	12
19	14	39	35	52*
20	12	-12	12	4
21	0	5	12	23
22	12	-16	-3	-2
23	-5	1	-13	33
24	10	-1	9	1
25	-2	4	-15	20
26	-9	62*	-7	17
27	-6	-6	-4	6
28	11	6	-4	15
29	.	14	.	10
30	-4	13	0	-187

The results go on:
entry	SMILES	HKDC1 inhibitor	MIN6 prolif	SENP7 block	SENP1 FRET inh	UBC13 inh
31	CCC(=O)c1ccc(OCC(=O)N2CCN(CC(=O)Nc3ccc(C)cc3)CC2)cc1	-4	2	-5	3	15
32	O=C1NC(=O)N(c2ccccc2)C(=O)/C1=C\c1ccccc1[N+](=O)[O-]	0	-3	10	-33	-4
33	C[C@]12CCC3[C@@H](CC[C@H]4C[C@@H](O)CC[C@]34C)C1CCC2=O (stereo partly drawn)	0	-2	1	0	4
34	CC1C(=O)OC2CCN3CC4OC4(COC(=O)C(C)(O)C1(C)O)C23 (stereo not drawn)	3	.	.	0	.
35	O=c1[nH]c2ccccc2c(=O)n1-c1ccc(Cl)cc1Cl	-4	-2	5	-3	15
36	CCCCC(=O)N/N=C/c1c(O)n(CCC2=CCCCC2)c(=O)[nH]c1=O	-9	-1	13	1	-43
37	CCOC(=O)[C@@]1(C#N)[C@@H]2C=CC(C(N)=O)=CN2[C@@H](C(N)=O)[C@@H]1c1cccc(Cl)c1	15	4	1	-11	-6
38	COc1cc(CN2CCN(C(=O)Cc3ccccc3)CC2)cc(OC)c1OC	-7	3	-6	-1	-2
39	CN1C(=O)COc2c(C(=O)NC3CN4CCC3CC4)cc(Cl)cc21 (stereo not drawn)	.	-2	7	.	-2
40	C[C@]12CCC3C(CC[C@H]4C[C@@H](O)CC[C@]34C)C1CC[C@@H]2N (stereo partly drawn)	-5	-3	9	0	8
41	COC(=O)CC1(CC(=O)OC)C(=O)NC(=O)NC1=O	-4	2	-6	-1	4
42	CCOP(=O)(OCC)C(CC)N1CCOCC1 (stereo not drawn)	-4	-3	-2	3	-9
43	Cc1n[nH]c(C)c1CCN	0	-2	-1	-1	16
44	Clc1cccc(Cl)c1CN1CCN(c2ccccc2)CC1	-10	-1	-6	0	7
45	CN1CCN(c2ccc([N+](=O)[O-])cc2Cl)CC1	-1	0	8	2	-11

entry	SENP8 block-1	PfG6PD inh	SENP6 block	SENP8 block-2
31	5	-13	-2	8
32	6	18	-6	10
33	4	-14	10	13
34	.	-11	.	4
35	-3	-4	5	4
36	-12	-40	-18	17
37	8	6	2	-226
38	7	-9	-12	5
39	2	.	-16	.
40	6	7	-5	4
41	4	-13	-19	16
42	-10	-19	-10	19
43	-3	-10	-4	12
44	-4	11	-4	1
45	2	-10	15	18

Entries of single compounds as entered above. Order of values: HKDC1 inhibitor | MIN6 prolif | SENP7 block | SENP1 FRET inh | UBC13 inh | SENP8 block-1 | PfG6PD inh | SENP6 block | SENP8 block-2
CC1C(=O)OC2CCN3CC4OC4(COC(=O)C(C)(O)C1(C)O)C23 (stereo not drawn) is listed with 3 | . | . | 0 | . | . | -11 | . | 4
CCOC(=O)[C@@]1(C#N)[C@@H]2C=CC(C(N)=O)=CN2[C@@H](C(N)=O)[C@@H]1c1cccc(Cl)c1 is listed with 15 | 4 | 1 | -11 | -6 | 8 | 6 | 2 | -226
CC1(C)CC(n2[nH]c(=O)c3c2NC(=O)CSC3c2ccc(F)cc2)CCO1 (stereo not drawn) is listed with 0 | 0 | -5 | 0 | 0 | -4 | 7 | 5 | 12

Later entries.
entry	SMILES	HKDC1 inhibitor	MIN6 prolif	SENP7 block	SENP1 FRET inh	UBC13 inh
46	Fc1ccc(NC2=NCCS2)cc1Cl	-5	-2	9	2	5
47	CCC(=O)Nc1ccccc1	-3	2	0	1	4
48	COc1ccc(S(=O)(=O)Cc2ccc(C(=O)N3CCC4(CC3)OCCO4)o2)cc1	-5	-1	-3	0	-7
49	Cc1cc(O)c2c(C)c(CC(=O)N3C[C@H]4C[C@@H](C3)c3cccc(=O)n3C4)c(=O)oc2c1	-2	-1	-3	-6	8
50	CCCCn1c(=O)c(C(=O)NCc2ccccc2OC)c(O)c2ccccc21	-8	-2	-11	5	7
51	CCC(CC)C1C(C#N)=C(N)Oc2c1c(=O)oc1ccccc21 (stereo not drawn)	5	-2	3	1	8
52	Cc1ccc(CN2CCCN(Cc3ccc(C)cc3)S2(=O)=O)cc1	1	-2	-6	0	-7
53	CCCCn1c(O)c(C(CC)=NCCCn2ccnc2)c(=O)[nH]c1=O	-6	-3	-9	-3	6
54	Cc1cc(Br)c(NC(=O)CN2CC=C(c3ccccc3)CC2)c(Br)c1	-4	-5	-5	-16	9
55	Cc1ccccc1NS(=O)(=O)c1ccc(OCC(=O)N2CCN(C)CC2)cc1	4	-4	8	1	1
56	CCCNc1nc(OC)nc(N2CC3CC(C2)c2cccc(=O)n2C3)n1 (stereo not drawn)	-3	-2	-1	0	-10
57	CCc1c(C)nc(N)nc1N1N=C1SC	-7	-1	2	4	6

entry	SENP8 block-1	PfG6PD inh	SENP6 block	SENP8 block-2
46	-4	13	-4	13
47	-6	7	-2	24
48	-7	7	-9	8
49	-2	-1	-8	-21
50	-6	-20	-14	-17
51	6	-15	2	2
52	-7	17	-17	14
53	-6	-12	-11	6
54	-2	-9	9	-19
55	9	0	1	2
56	6	-16	0	2
57	6	10	-4	-4

Compounds above that contain a cyano group (four):
entry	SMILES	HKDC1 inhibitor	MIN6 prolif	SENP7 block	SENP1 FRET inh	UBC13 inh
3	CC(=O)N1Cc2cnnn2-c2ccccc2C1(C#N)Cc1ccccc1 (stereo not drawn)	2	.	.	1	.
4	CCN(CC)S(=O)(=O)c1ccc(C)c(NCC(=O)Nc2ccc(C#N)c(Cl)c2)c1	-4	0	2	-2	5
37	CCOC(=O)[C@@]1(C#N)[C@@H]2C=CC(C(N)=O)=CN2[C@@H](C(N)=O)[C@@H]1c1cccc(Cl)c1	15	4	1	-11	-6
51	CCC(CC)C1C(C#N)=C(N)Oc2c1c(=O)oc1ccccc21 (stereo not drawn)	5	-2	3	1	8

entry	SENP8 block-1	PfG6PD inh	SENP6 block	SENP8 block-2
3	.	-3	.	7
4	-2	0	-4	3
37	8	6	2	-226
51	6	-15	2	2

High-throughput results deposited in PubChem BioAssay by Sanford-Burnham Center for Chemical Genomics.

An excerpt (hit frequency here may not be typical).
